Bioassay records from PubChem BioAssay.
STK33 kinase inh: human STK33 kinase inhibition | inhibition, % at 10 µM | hit rate 0.073% among 320,000 | purified STK33, MBP phosphorylation, ADP-Glo luminescence;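 active = inhibition at or above 25%, using the most active replicate where run in duplicate; inactive = inhibition below 25%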
Target sequence (Q9BYT3 whole entry, looked up): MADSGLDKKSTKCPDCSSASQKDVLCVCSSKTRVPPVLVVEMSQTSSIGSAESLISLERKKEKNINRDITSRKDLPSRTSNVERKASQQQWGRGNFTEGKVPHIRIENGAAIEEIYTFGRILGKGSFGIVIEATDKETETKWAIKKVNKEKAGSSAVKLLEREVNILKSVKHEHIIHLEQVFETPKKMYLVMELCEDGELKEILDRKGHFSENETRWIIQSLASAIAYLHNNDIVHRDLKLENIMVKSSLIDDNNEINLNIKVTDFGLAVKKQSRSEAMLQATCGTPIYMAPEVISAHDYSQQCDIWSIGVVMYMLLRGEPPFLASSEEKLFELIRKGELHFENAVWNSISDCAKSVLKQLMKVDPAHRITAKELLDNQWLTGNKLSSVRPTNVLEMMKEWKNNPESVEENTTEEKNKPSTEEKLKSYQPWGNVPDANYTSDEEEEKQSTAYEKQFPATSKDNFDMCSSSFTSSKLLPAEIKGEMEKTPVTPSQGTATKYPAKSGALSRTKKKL
Kir21 inh: blocks the mouse Kir2.1 inward-rectifier potassium channel; P35561; HEK293-Kir2.1, FluxOR thallium flux fluorescence; active compounds read low; B-score at 10 µM; hit rate 0.85% among 310,000; AID 1672;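 active = fluorescence ratio B-score at or below minus 3 SD of library scores, with starting-brightness B-score within 2 SD, cut at about -4.2 in these data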;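 also: channel flux triggered by added potassium and thallium sulfate stimulus; B-score of peak minus minimum fluorescence over baseline after thallium stimulus; more negative B-score means stronger Kir2.1 block with less thallium influx; some compounds called inactive have numbers as strong as hits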
Target sequence (P35561 whole entry, looked up): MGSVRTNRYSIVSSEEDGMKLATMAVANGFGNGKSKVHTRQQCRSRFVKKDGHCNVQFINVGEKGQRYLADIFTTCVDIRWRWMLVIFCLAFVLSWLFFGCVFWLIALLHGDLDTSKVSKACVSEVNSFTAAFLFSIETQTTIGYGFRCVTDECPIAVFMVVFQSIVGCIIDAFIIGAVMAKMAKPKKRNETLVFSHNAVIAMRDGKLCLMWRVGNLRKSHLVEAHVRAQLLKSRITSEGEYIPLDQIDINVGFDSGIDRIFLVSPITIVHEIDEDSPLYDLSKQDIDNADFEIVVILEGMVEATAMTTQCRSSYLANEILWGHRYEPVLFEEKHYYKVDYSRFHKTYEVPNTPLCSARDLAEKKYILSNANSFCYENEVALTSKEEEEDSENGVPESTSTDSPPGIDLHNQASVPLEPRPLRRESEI
* hit, by the source's call. Random draw from the library. Share with any hit: about 0.84%.

Cc1ccc(C(=O)NCCNS(C)(=O)=O)cc1 was read as STK33 kinase inh -0.8 and Kir21 inh 0.26.
`CC(NC(=O)c1ccc(NC2=NC3CS(=O)(=O)CC3S2)cc1)c1ccccc1` (stereo not given) gave STK33 kinase inh -0.8 and Kir21 inh -0.49.
For O=C(Nc1ccc(-c2cn3ccsc3n2)cc1)C1COc2ccccc2O1 (stereo not given) the results were STK33 kinase inh 1.0 and Kir21 inh -0.68.
Cc1ccc(C)c(NC(=O)CCN2C(=O)C3CC=CCC3C2=O)c1 (stereo not given) was read as STK33 kinase inh 0.2.
Screening COc1ccccc1NS(=O)(=O)c1ccc(-c2cc(C)no2)s1 returned STK33 kinase inh -0.9 and Kir21 inh -0.07.
O=C(Cc1ccccc1)NC1CCN(C(=O)c2ccc([N+](=O)[O-])cc2)CC1 was read as STK33 kinase inh -1.0 and Kir21 inh 0.95.
Cc1cc(Cn2nc(C(=O)NCc3cccc(C(F)(F)F)c3)cc2-c2ccccc2)on1 was read as STK33 kinase inh -1.8.
Screening Cc1csc(=O)n1CC(=O)OCc1nnc(-c2ccc([N+](=O)[O-])cc2)o1 returned STK33 kinase inh 1.0.
For CN1C(=O)c2ccc(N(C)C)cc2C1=O the results were STK33 kinase inh -0.3 and Kir21 inh -0.46.
Screening CCn1cc(Cl)c(C(=O)Nc2ccc3c(c2)OCCO3)n1 returned STK33 kinase inh 1.8 and Kir21 inh 1.04.
CCc1ccc(NC(=S)N(CCCN2CCOCC2)Cc2ccco2)cc1 was read as STK33 kinase inh -1.9 and Kir21 inh 0.49.
CC(=O)N1CCC(C(=O)Nc2nc(-c3ccccc3)ns2)CC1 was read as STK33 kinase inh 1.1 and Kir21 inh 0.89.
`CCOc1ccc(NC(=O)C2CCCN(C(=O)NCc3ccccc3)C2)cc1` (stereo not given) gave STK33 kinase inh -0.6 and Kir21 inh -0.42.
`CCOc1ccc(-n2cc(C(=O)Nc3cccc(OC)c3)c3cc(OC)c(OC)cc3c2=O)cc1` gave STK33 kinase inh -1.4 and Kir21 inh 0.68.
Screening O=C(c1cc(-c2ccc(Cl)cc2Cl)on1)N1CCCCCC1 returned STK33 kinase inh -1.5 and Kir21 inh 0.49.
`Fc1ccc(CNc2ncnc3c2cnn3-c2ccccc2)cc1` gave STK33 kinase inh -0.2 and Kir21 inh -0.28.
For Cc1ccc(NC(=O)Cc2nnc(SCC(=O)Nc3ccc(N4CCOCC4)cc3)n2C)cc1 the results were STK33 kinase inh -3.6 and Kir21 inh -0.02.
`O=S(=O)(c1ccccc1)c1cnn(-c2ccccc2)c1-c1ccc(Cl)cc1` gave STK33 kinase inh -0.9 and Kir21 inh -4.05.
`CCn1nc(C)cc1C(=O)NC1CC(C)(C)Cc2c1cnn2-c1cccc(F)c1` (stereo not given) gave STK33 kinase inh -0.3 and Kir21 inh -1.03.
For COc1ccc2cc3cc(C(=O)NCC4COc5ccccc5O4)oc3nc2c1 (stereo not given) the results were STK33 kinase inh -1.5 and Kir21 inh 0.4.
`O=C(/C=C/c1ccccc1)NC(=S)Nc1ccccc1C(=O)NC1CCCCC1` gave STK33 kinase inh 0.0 and Kir21 inh -0.83.
`Cc1oc(C(C)(C)C)cc1C(=O)NC(Cc1ccccc1)C(=O)O` (stereo not given) gave STK33 kinase inh -1.6 and Kir21 inh 0.25.
Screening COc1ccc(Br)cc1CN(C)C(=O)C1=CC=CN2CCS(=O)(=O)N=C12 returned STK33 kinase inh -0.6.
CCC(=O)N(CCC(c1ccco1)c1ccccc1OC)Cc1cccs1 (stereo not given) was read as STK33 kinase inh 0.8 and Kir21 inh -2.93.

Reprinted from the listing (four entries):
`CCOc1ccc(NC(=O)C2CCCN(C(=O)NCc3ccccc3)C2)cc1` (stereo not given) gave STK33 kinase inh -0.6 and Kir21 inh -0.42.
`CCOc1ccc(-n2cc(C(=O)Nc3cccc(OC)c3)c3cc(OC)c(OC)cc3c2=O)cc1` gave STK33 kinase inh -1.4 and Kir21 inh 0.68.
Screening O=C(c1cc(-c2ccc(Cl)cc2Cl)on1)N1CCCCCC1 returned STK33 kinase inh -1.5 and Kir21 inh 0.49.
`Fc1ccc(CNc2ncnc3c2cnn3-c2ccccc2)cc1` gave STK33 kinase inh -0.2 and Kir21 inh -0.28.

Following part.
For O=C(O)c1ccccc1CSc1nc2ccccc2n1Cc1ccccc1C(=O)O the results were STK33 kinase inh -1.4 and Kir21 inh -1.57.
`COC1CCN(C(=O)CC2C(=O)NCCN2CC(C)(C)C)CC1` (stereo not given) gave STK33 kinase inh 0.4 and Kir21 inh -0.66.
CC1=C(C)/C(=N\OS(=O)(=O)c2ccc(C)cc2)C=CC1=O was read as STK33 kinase inh -0.6.
O=C(Oc1nsnc1N1CCCCC1)N1CCOCC1 was read as STK33 kinase inh -2.4 and Kir21 inh 1.06.
Screening COCC(C)n1c(SCC(=O)Nc2c(C)n(C)n(-c3ccccc3)c2=O)nc2ccccc2c1=O (stereo not given) returned STK33 kinase inh 1.0.
For Cc1cc(C(=O)OCC(=O)NC(C)C)c(C)o1 the results were STK33 kinase inh -1.1 and Kir21 inh -0.36.
`Cc1ccc2oc(C(=O)NCc3ccccc3)cc(=O)c2c1` gave STK33 kinase inh 0.9 and Kir21 inh 0.06.
Screening O=C(OCC(=O)N1CCc2ccccc21)c1c2c(nc3ccccc13)CCCC2 returned STK33 kinase inh -0.6 and Kir21 inh -2.57.
`COc1ccc(SC[C@H](C)CN2CC[C@H](NC(=O)OCc3ccccc3)CCC2=O)cc1` gave STK33 kinase inh 0.2.
For O=C(O)COc1ccccc1/C=N/NC(=O)C(O)c1ccccc1 (stereo not given) the results were STK33 kinase inh -0.3 and Kir21 inh -0.68.
Screening CC(NC(=O)Nc1ccc(Cl)cc1)c1ccc2c(c1)OCO2 (stereo not given) returned STK33 kinase inh -1.9 and Kir21 inh -1.33.
For COc1ccc(C(=O)N2CCCC(O)C2)cc1OC1CCN(C(C)C)CC1 (stereo not given) the results were STK33 kinase inh -0.1 and Kir21 inh 0.24.
`COc1cccc(-c2sc3ccccc3c2-c2ccc(OCCN3CCCC3)cc2)c1` gave STK33 kinase inh -0.3.
For CC1=NNC(=O)C1C(c1cccc(O)c1)C(C#N)C#N (stereo not given) the results were STK33 kinase inh -0.9 and Kir21 inh 1.42.
Cn1c(=O)c2c(ncn2CC(COCc2ccc(Cl)cc2)OCc2ccc(Cl)cc2)n(C)c1=O (stereo not given) was read as STK33 kinase inh -2.8 and Kir21 inh -0.41.
Screening CCCC(=O)Nc1ccccc1NC(=O)c1cc(OC)c(OC)c(OC)c1 returned STK33 kinase inh -3.8 and Kir21 inh -0.61.
Screening CN1CCCN=C1/C=C/c1cccs1 returned STK33 kinase inh -2.2 and Kir21 inh -0.77.
Screening N#C/C(=C(/O)Cc1cccc2ccccc12)c1nc2ccccc2s1 returned STK33 kinase inh -1.0 and Kir21 inh 0.22.
For O=c1c2ccccc2c(/C=N/c2nnc(Cc3ccccc3)s2)c(O)n1-c1ccc(Cl)cn1 the results were STK33 kinase inh -1.8 and Kir21 inh -0.72.
S=C(NCc1ccccc1)NCc1ccccn1 was read as STK33 kinase inh 0.7 and Kir21 inh 1.23.
Screening C/C(=N\NC(=O)CC1(C)OCCO1)c1cccs1 returned STK33 kinase inh -0.2 and Kir21 inh 1.01.
`CN(CC(=O)Nc1ccccc1Cl)C1CCS(=O)(=O)C1` (stereo not given) gave STK33 kinase inh 1.6.
`CCC(CC)C(=O)N1CC(=O)Nc2ccc(F)cc2C1c1ccccc1` (stereo not given) gave STK33 kinase inh -0.1 and Kir21 inh -0.66.
Screening Cc1cccnc1Nc1nc(-c2ccc(O)cc2O)cs1 returned STK33 kinase inh 2.8 and Kir21 inh -1.29.
`c1ccc(-c2csc(N3CCc4ccccc4C3)n2)cc1` gave STK33 kinase inh -0.8 and Kir21 inh 0.21.
Screening CC(C)C(c1nnnn1Cc1ccccc1)N(CCCO)Cc1cc2cc3c(cc2[nH]c1=O)OCO3 (stereo not given) returned STK33 kinase inh 2.3 and Kir21 inh -1.4.
Screening Cc1ccccc1NC1=C/C(=N\S(=O)(=O)c2cccs2)c2ccccc2C1=O returned STK33 kinase inh 0.3 and Kir21 inh -0.18.
For Cc1cccc(-c2ncc(CN3CCN(C4CCCC4)C(CCO)C3)cn2)c1 (stereo not given) the results were STK33 kinase inh 0.2 and Kir21 inh 0.
`COc1ccccc1C(=O)NC(=O)CSc1nnnn1C` gave STK33 kinase inh -1.2.
For CSc1ncccc1C(=O)N1CCCC(C(=O)c2cc(F)ccc2F)C1 (stereo not given) the results were STK33 kinase inh -2.4 and Kir21 inh 1.92.
`COc1ccc(N2CCN(C(=O)CN3C(=O)NC4(CCCCCC4)C3=O)CC2)cc1` gave STK33 kinase inh 0.8.
c1ccc(COc2ccccc2CNC23CC4CC(CC(C4)C2)C3)cc1 was read as STK33 kinase inh 0.1 and Kir21 inh -9.77*.
For C/C(=N/NC(=O)c1cccs1)c1cccs1 the results were STK33 kinase inh -0.6 and Kir21 inh 0.11.
Screening Cc1c(Cc2ccc3c(c2)OCO3)sc(NC(=O)C2CC2)c1C(N)=O returned STK33 kinase inh 1.8 and Kir21 inh -0.03.
Cc1ccc(CSCCNC(=O)CN(c2cc(C)ccc2C)S(C)(=O)=O)cc1 was read as STK33 kinase inh -1.1 and Kir21 inh -0.83.
CCOC(=O)COc1cccc2c(=O)n(CC(=O)N3CCN(C(=O)OCC)CC3)ccc12 was read as STK33 kinase inh 0.2 and Kir21 inh 0.26.
O=C(NCCC(=O)N1CCN(c2ccccc2F)CC1)c1ccco1 was read as STK33 kinase inh -0.1 and Kir21 inh 0.68.
Screening CCOC(=O)c1c(CN2CCN(CCO)CC2)n(C)c2cc(Br)c(OC)cc12 returned STK33 kinase inh -0.8 and Kir21 inh -2.21.
For COc1ccc2c(c1OC)c(=O)n1c3ccc(OC(C)C(=O)NCCN4CCOCC4)cc3c3ccnc2c31 (stereo not given) the results were STK33 kinase inh 0.1 and Kir21 inh 0.81.
O=C(NNC(=O)c1cccc(S(=O)(=O)N2CCc3ccccc32)c1)c1ccccc1 was read as Kir21 inh 0.09.
Screening Cc1ccc(C)c(S(=O)(=O)N2CCCOC2CNC(=O)C(=O)NCCN2CCOCC2)c1 (stereo not given) returned STK33 kinase inh 0.0 and Kir21 inh -0.69.
O=S(=O)(c1ccccc1)N1CCCN(S(=O)(=O)c2ccccc2)CC1 was read as STK33 kinase inh 2.6 and Kir21 inh 0.23.
`COc1ccccc1-c1noc(-c2ccccc2C(=O)NCC2CCCO2)n1` (stereo not given) gave STK33 kinase inh 0.0 and Kir21 inh -0.06.
CCOc1cccc(-c2c(C(=O)N/N=C/c3ccc(C)s3)nnn2-c2nonc2N)c1 was read as STK33 kinase inh 0.1 and Kir21 inh -0.29.
For Cc1ccc(S(=O)(=O)Cn2nnnc2CN(Cc2ccco2)CC2CCCO2)cc1 (stereo not given) the results were STK33 kinase inh -1.1 and Kir21 inh 0.42.
For O=C(Nc1ccc(-n2nncc2-c2ccco2)cc1)c1cc2ccccc2oc1=O the results were STK33 kinase inh -0.1 and Kir21 inh 0.87.
`O=c1c(Cl)cc(Cl)nn1-c1ccccc1` gave STK33 kinase inh -0.4 and Kir21 inh -1.43.
Cc1ccc(CNC(=O)CCn2cc(-c3ccc(F)cc3)nc2-c2ccncc2)cc1 was read as STK33 kinase inh -0.3.

2 compounds drawn at random from the list so far, as already listed:
For Cc1ccc(S(=O)(=O)Cn2nnnc2CN(Cc2ccco2)CC2CCCO2)cc1 (stereo not given) the results were STK33 kinase inh -1.1 and Kir21 inh 0.42.
`COc1ccccc1-c1noc(-c2ccccc2C(=O)NCC2CCCO2)n1` (stereo not given) gave STK33 kinase inh 0.0 and Kir21 inh -0.06.

Next section.
For C/C(=N\NC(=O)CC(C)C)c1c(C(F)(F)F)[nH]n(-c2nc3ccccc3s2)c1=O the results were STK33 kinase inh 3.9 and Kir21 inh 1.73.
Screening Nc1nnnn1/N=C/c1cccc(Oc2ccccc2)c1 returned STK33 kinase inh -1.4 and Kir21 inh -0.69.
`Nc1ccccc1C(=O)Nc1ccc(Cl)cc1Cl` gave STK33 kinase inh -0.9 and Kir21 inh 1.51.
For Cc1ccc(C(=O)NC23CC4CC(CC(C4)C2)C3)c(Cl)c1 the results were STK33 kinase inh -0.8 and Kir21 inh -0.04.
`COc1ccc(CCN2C(=O)c3[nH]nc(-c4ccccc4O)c3C2c2cccc(O)c2)cc1OC` (stereo not given) gave STK33 kinase inh 0.2 and Kir21 inh 0.66.
For Fc1ccc(N2CCN(c3ncnc4c3nnn4Cc3ccccc3Cl)CC2)cc1 the results were STK33 kinase inh -0.8 and Kir21 inh 3.36.
For Cc1ccc(S(=O)(=O)n2nc(C)c(C#N)c2N)cc1 the results were STK33 kinase inh 1.9 and Kir21 inh 2.27.
`COc1ccc(NC(=S)N2CCC(NC(=O)c3cccc(F)c3)CC2)cc1` gave STK33 kinase inh -1.5 and Kir21 inh 0.16.
`Cc1cc(CCCCCCCCc2cc(C)cc(=O)o2)oc(=O)c1` gave STK33 kinase inh 0.1 and Kir21 inh 0.06.
`CCOC(=O)c1cnc(-n2nc(C)cc2C)nc1NNc1cc(C)nc(-c2ccccc2)n1` gave STK33 kinase inh -1.8 and Kir21 inh 0.73.
Screening Cc1ccc(-n2c(SCC(=O)Nc3cc(S(=O)(=O)N4CCOCC4)ccc3Cl)nc3ccccc3c2=O)cc1 returned STK33 kinase inh -0.8 and Kir21 inh 1.34.
COc1ccccc1NC(=O)c1cc[n+](C)cc1 was read as STK33 kinase inh -0.5 and Kir21 inh 2.53.
For CCc1nc(N[C@H](C(=O)O)C(C)C)c2oc3ccccc3c2n1 the results were STK33 kinase inh -4.7 and Kir21 inh 0.67.
`COc1ccccc1-n1c(-c2ccccc2)c[nH]c1=S` gave Kir21 inh -0.71.
For COc1cccc(Nc2ccc([N+](=O)[O-])c3nonc23)c1 the results were STK33 kinase inh 0.0 and Kir21 inh 1.47.
For O=C(CSc1nnc(Cc2ccccc2)n1-c1cccc(Cl)c1)NNC(=O)Cc1ccccc1 the results were STK33 kinase inh -1.1 and Kir21 inh 2.19.
